From PubChem BioAssay
CendR NRP1 mod: alters CendR peptide binding to human NRP-1 | FAM-RPARPAR peptide binding to NRP-1, fluorescence polarization | AID 602438 | O14786 | 360,000 tested, 0.85% active | inhibition, % at 25 µM;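 active = inhibition or corrected inhibition above about 18%, plus a signal ratio from 0.5 to 1.5, limit read from the data, passing the limit was not always enough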; also: strong numbers were not always called active
Rpn11 block: blocks the human proteasome subunit Rpn11; human 26S proteasome, Ub4-pepOG fluorescence polarization; 20S core pre-blocked with epoxomicin; calls only at 20 µM; 360,000 tested, 0.59% active; AID 588493;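 active = inhibition at 20 µM, scaled to each plate's controls, above about 33%, limit read from the data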
DNMT1 block: inhibitors of human DNMT1 | DNMT1 molecular beacon, Hinp1I cleavage, fluorescence | inhibition (reported as % activation of signal), % at 10 µM | 360,000 tested, 0.83% active; in the data active = inhibition above about 50%
Target sequence (P26358 504-1616 limits assumed): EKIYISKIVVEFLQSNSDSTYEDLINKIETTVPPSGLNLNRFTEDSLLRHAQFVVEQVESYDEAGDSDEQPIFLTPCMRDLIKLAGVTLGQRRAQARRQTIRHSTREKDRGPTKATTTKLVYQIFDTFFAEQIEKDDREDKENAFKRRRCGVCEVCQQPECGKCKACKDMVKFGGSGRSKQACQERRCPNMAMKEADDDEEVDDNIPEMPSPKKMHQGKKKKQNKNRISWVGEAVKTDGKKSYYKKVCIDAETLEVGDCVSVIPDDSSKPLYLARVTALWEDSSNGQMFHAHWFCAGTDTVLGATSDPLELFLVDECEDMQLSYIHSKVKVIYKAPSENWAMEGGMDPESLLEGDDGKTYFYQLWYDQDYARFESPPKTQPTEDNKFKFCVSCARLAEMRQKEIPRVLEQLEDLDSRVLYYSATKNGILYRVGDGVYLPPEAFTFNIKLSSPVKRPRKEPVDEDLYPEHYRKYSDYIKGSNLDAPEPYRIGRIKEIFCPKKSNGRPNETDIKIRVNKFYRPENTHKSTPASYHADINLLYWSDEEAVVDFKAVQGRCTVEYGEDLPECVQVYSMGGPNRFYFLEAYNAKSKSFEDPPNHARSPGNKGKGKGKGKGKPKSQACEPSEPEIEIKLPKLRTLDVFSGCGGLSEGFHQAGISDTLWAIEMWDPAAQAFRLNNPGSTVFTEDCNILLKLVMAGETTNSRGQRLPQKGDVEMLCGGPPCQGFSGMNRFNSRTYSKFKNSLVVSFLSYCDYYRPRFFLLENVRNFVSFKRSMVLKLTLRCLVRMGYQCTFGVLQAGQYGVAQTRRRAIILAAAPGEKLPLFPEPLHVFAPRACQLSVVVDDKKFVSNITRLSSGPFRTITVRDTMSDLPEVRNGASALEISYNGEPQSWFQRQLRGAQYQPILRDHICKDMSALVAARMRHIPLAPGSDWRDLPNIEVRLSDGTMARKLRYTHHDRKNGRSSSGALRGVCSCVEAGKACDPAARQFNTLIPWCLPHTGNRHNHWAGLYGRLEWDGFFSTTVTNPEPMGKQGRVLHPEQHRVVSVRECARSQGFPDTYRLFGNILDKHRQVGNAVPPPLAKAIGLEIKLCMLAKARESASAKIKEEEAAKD
Scp1 inh: inhibitors of human Scp-1 phosphatase | 340,000 tested, 0.88% active | Recombinant Scp1, phosphopeptide, malachite green phosphate absorbance | Q9GZU7 | inhibition, % at 20 µM;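 active = inhibition above about 50% at 20 µM, limit read from the data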;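 also: plate controls were DMSO wells with enzyme for no effect and wells lacking enzyme for full effect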
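Test system: SCP-1 catalytic domain; Buffer or medium: Acidic Tris acetate buffer with magnesium and detergent; Also added: Phosphorylated 17-residue peptide substrate; Compound: single 20 µM dose, 1% DMSO; Schedule: enzyme reaction 45 min at room temperature, colour 5 min, stabilisation 30 min; Signal: Phosphate-binding colour reagent, absorbance read at 630 nm.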
LMPTP block: blocks human LMPTP phosphatase. recombinant LMPTP-A, OMFP fluorogenic substrate, fluorescence intensity. inhibition, % at 20 µM. 360,000 tested, 0.22% active. AID 651560;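 active = compounds that cut the enzyme signal by at least half of the control window in the single-dose screen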;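 also: plate controls were DMSO wells with enzyme plus substrate for no effect and substrate without enzyme for full effect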
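Buffer or medium: Bis-Tris pH 6.0, DTT, detergent; Assay system: LMPTP-A enzyme; Quantity: 0.625 nM enzyme; Detection: endpoint fluorescence intensity; Times: 50 min dark incubation at room temperature; Controls: substrate-only low control, DMSO enzyme-plus-substrate high control; Doses: single 20 µM dose; Read-out: percent inhibition versus substrate-only and uninhibited controls; Reagent: 400 µM OMFP.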
SKN-1 inh: inhibitors of C. elegans SKN-1 | C. elegans VP596 Pgst-4::GFP/RFP ratio, acrylamide-induced, 24 h | inhibition, % at 21.8 µM | 360,000 tested, 0.49% active | AID 624304;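 active = interference check ratio from 0.5 to 1.5 plus GFP to RFP signal ratio inhibition reaching or exceeding a fixed threshold, cut at about 30% in these data, passing the limit was not always enough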; also: some compounds called inactive have numbers as strong as hits
NadD inh: blocks S. aureus nicotinate mononucleotide adenylyltransferase; purified NadD enzyme, colorimetric absorbance read-out; inhibition, % at 20 µM; 360,000 tested, 0.78% active; in the data active = inhibition above about 26%; also: some compounds past the cut are filed as inactive
SUMO1 PPI mod: modulators of human SUMO1-mediated protein-protein interactions; SUMO1 binding to a labelled peptide, TR-FRET, 1 h; inhibition, % at 20 µM; 360,000 tested, 0.33% active; in the data active = inhibition above about 37%
MT1-MMP act inh: MT1-MMP (human) activation inhibition. AID 651647. 360,000 tested, 0.061% active. P50281. GFP/RFP ratio change, % at 20 µM. HT1080 RFP-PRO-GFP cells, GFP/RFP ratio fluorescence, overnight; percent of plate control window, DMSO zero;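 active = GFP/RFP ratio change of at least 30% with cell ATP level not reduced by more than half and red fluorescence within 50% of control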; also: strong numbers were not always called active
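Material – HT1080 RFP-PRO-GFP cells · Control set – DMSO wells and RFP-L50D-GFP cells · Incubation – overnight cell settling, then overnight compound exposure, 37 °C, 5% CO2 · Compound dosing – single-point 20 µM compound, 1% DMSO · Read-out – GFP/RFP fluorescence ratio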
STEP block: blocks human striatal-enriched tyrosine phosphatase; P54829; recombinant STEP, OMFP fluorogenic substrate, fluorescence; inhibition, % at 20 µM; 360,000 tested, 0.25% active; AID 588621;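 active = inhibition at 20 µM, scaled per plate between control wells, above about 37%, limit read from the data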;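 also: 0% = DMSO with enzyme and substrate and 100% = substrate only without enzyme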
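Material: STEP (striatal-enriched tyrosine phosphatase) enzyme, cell-free | Medium: 50 mM Bis-Tris pH 6.0 with 2.5 mM DTT and 0.005% Tween 20 | Read-out: Percent inhibition scaled to no-enzyme and uninhibited-enzyme controls, plate-pattern corrected | Signal: Fluorescence read at 480 nm ex / 540 nm em | Times: 20 min reaction, room temperature, in the dark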
* marks the source's active call; other numbers are inactive results; i = inactive; . = no result given.

SMILES | CendR NRP1 mod | Rpn11 block | DNMT1 block | Scp1 inh | LMPTP block | SKN-1 inh | NadD inh | SUMO1 PPI mod | MT1-MMP act inh | STEP block
CCN1C(=O)c2cccc3c(NC(=O)C(C)(C)C)ccc1c23 | -11.7 | i | 1.4 | -7.5 | -2.9 | -1.0 | -4.2 | -10.1 | -1.4 | -10.5
CCCC(=O)Nc1cc2c3c(c1)CC(=O)N3CCC2 | 7.4 | i | -4.7 | -13.3 | 0.3 | 17.8 | 0.2 | -0.7 | -1.8 | 0.3
COC1=CC(=O)CC(C)C12Oc1c(Cl)c(OC)cc(OC)c1C2=O (configuration not stated) | -0.3 | i | 1.1 | -3.5 | -0.1 | 2.3 | -2.0 | 4.7 | 4.0 | -3.2
O=C(c1ccccc1)n1ccc2ccccc21 | -0.5 | i | 0.7 | -9.5 | 2.2 | 5.5 | 0.5 | -1.3 | -1.4 | 2.1
COc1ccc(N2C(N)=NC(N)=NC23CCCC3)cc1 | -2.5 | i | 2.4 | 1.7 | -2.0 | -4.8 | -5.0 | -3.8 | 4.5 | -3.8
O=C(Cn1c(=O)sc2ccccc21)NCc1ccco1 | 11.7 | i | -1.8 | -3.6 | 0.1 | 28.8 | -0.9 | -0.6 | -7.4 | -0.3
O=C(c1nc2ccccn2c1CN1CCN(c2ccccc2O)CC1)N1CCCC1 | 13.7 | i | 7.0 | -2.3 | 1.9 | -4.0 | 1.2 | -3.1 | -1.9 | 0.2
O=C(Cn1nnc(-c2cc(C(F)(F)F)cc(C(F)(F)F)c2)n1)NNC(=S)Nc1ccc(Cl)cc1 | 5.2 | i | -12.2 | -6.6 | 1.6 | 3.0 | 9.5 | 7.0 | -0.6 | -1.8
Cc1sc(NC(=O)c2ccco2)c(CN2CCN(Cc3ccccc3)CC2)c1C | 10.8 | i | -0.7 | -6.4 | 3.5 | 9.4 | -3.9 | -5.9 | -11.8 | 0.3
C=CCc1c(OC(C)=O)c2ccccc2n(C)c1=O | 25.0* | i | 2.9 | -13.1 | -3.0 | -1.5 | -7.1 | -0.8 | 1.0 | -4.9
CCNC(=S)N1CCN(CCN=CC2=C(O)CC(c3cccs3)CC2=O)CC1 (configuration not stated) | -14.5 | i | -3.2 | -7.2 | -2.5 | 7.4 | 10.0 | -2.1 | 5.6 | -2.0
COc1ccc(NC(=O)CSc2nc3c(sc4ccccc43)c(=O)n2CCCN2CCCC2)cc1 | -12.0 | i | -2.5 | -0.9 | 8.0 | 17.7 | 13.3 | -29.7 | -0.9 | 7.2
CCOC(=O)C1CCN(C(=O)c2oc3ccc4c(c3c2C)C(O)CC2(CCCCC2)O4)CC1 (configuration not stated) | 10.6 | i | -5.2 | -5.3 | 2.1 | 4.7 | -4.9 | 5.1 | 2.5 | -0.6
CCCC(=O)Nc1cc(-c2cn3cccnc3n2)ccc1OC | 9.3 | i | -1.9 | 4.7 | -0.6 | 9.4 | -3.2 | -15.1 | 5.9 | 0.7
C#CCSc1nnc(-c2ccc(O)cc2)o1 | 3.6 | i | -0.6 | -2.5 | -1.7 | 7.2 | -7.6 | 0.1 | 2.2 | -0.5
CC(C)Cc1nn2c(=O)cc(CSCC(=O)Nc3ccccc3F)nc2s1 | 5.4 | i | -1.5 | 39.6 | 0.0 | 2.8 | -5.2 | 4.1 | -1.4 | -0.4
CCOc1ncccc1C(=O)N(CC)CC(=O)NCc1ccc(F)cc1 | 3.3 | i | -2.1 | -0.8 | -0.6 | 7.2 | 0.2 | 0.6 | -1.9 | -2.0
Cc1ccc(-n2c(SCC(=O)N3CCCCC3)nc(O)c(Cc3ccccc3)c2=O)cc1 | 2.4 | i | -1.8 | -5.1 | 0.2 | 4.8 | 2.9 | 0.0 | -0.3 | 0.1
CC12CN(C(=O)c3ccccc3Br)CC(C)(CN(C(=O)c3ccccc3Br)C1)C2=O | -1.6 | i | 0.8 | -7.8 | -1.7 | -11.3 | 2.0 | 6.5 | 8.8 | -1.9
COc1cc(-c2ncc3ccccn23)cc(OC)c1OC | -2.2 | i | -2.4 | -1.9 | 0.0 | 13.1 | -1.5 | -9.8 | -5.1 | -4.8
Cc1ccccc1OCC(=O)N(Cc1nnc(-c2ccc(Cl)cc2)o1)C(C)C | 2.3 | i | -5.9 | -0.1 | 0.8 | 20.9 | -2.7 | 12.2 | -4.3 | 0.0
COc1ccc(Nc2nc(Cl)nc(Nc3ccc(OC)cc3OC)n2)c(OC)c1 | -9.8 | i | 13.2 | 0.7 | 3.9 | 2.2 | -13.4 | 1.0 | -0.1 | 0.4
COc1ccc(CC2(CO)CCN(C(=O)NCc3ccccc3)CC2)cc1 | 18.0 | i | 7.2 | -1.1 | 0.5 | -16.4 | 16.3 | 5.4 | 5.1 | -3.4
CCOC(=O)c1cc(-c2ccc(OC)cc2)n[nH]1 | 6.9 | i | -1.3 | -7.9 | 0.1 | 10.3 | 0.4 | 0.6 | 1.2 | -1.6
COc1ccc(-n2ncc3c(=O)n(CC(C)=O)cnc32)cc1 | -5.3 | i | 5.8 | 0.3 | -0.5 | 13.4 | -6.8 | 0.1 | -3.8 | 2.0
SMILES | CendR NRP1 mod | Rpn11 block | DNMT1 block | Scp1 inh | LMPTP block | SKN-1 inh | NadD inh | SUMO1 PPI mod | MT1-MMP act inh | STEP block
COc1cccc(N2CCN(Cc3ccco3)CC2)c1 | 0.9 | i | -9.0 | -12.3 | 1.1 | 10.4 | 1.7 | 4.3 | 1.0 | 0.5
CCOc1cc(C(=O)N2CCC(CC3CC(c4cccc(Br)c4)=NO3)(C(=O)NCC3CCCCC3)CC2)cc(OCC)c1OCC (configuration not stated) | -2.0 | i | -2.2 | -8.5 | 5.1 | 4.5 | 5.2 | 0.0 | -0.4 | 1.8
O=C(NCCCn1ccnc1)c1cc(S(=O)(=O)N2CCOCC2)ccc1F | 9.4 | i | -2.2 | -2.5 | 0.7 | 3.5 | -5.9 | -1.4 | 0.0 | 0.5
COC(=O)c1ccc(NS(=O)(=O)c2cc3c4c(c2)CCC(=O)N4CCC3)cc1 | 1.7 | i | 3.5 | 1.0 | 1.2 | -6.9 | -4.3 | 2.1 | 2.5 | 2.1
FC(F)Oc1ccc(C2N=C(c3ccccc3)NO2)cc1 (configuration not stated) | 4.4 | i | 2.2 | -9.8 | -0.3 | 34.3* | -6.0 | -7.6 | -0.3 | 5.1
CC(C)(C)c1cc(=O)[nH]c(SCc2ccccc2)n1 | 1.4 | i | 0.5 | -2.2 | 1.4 | 2.5 | 1.3 | 1.8 | 0.9 | 0.1
O=C(NCCC(=O)N(Cc1ccco1)Cc1cccs1)c1ccc([N+](=O)[O-])cc1 | -6.1 | i | -1.5 | -1.2 | -0.1 | -13.8 | -5.3 | -29.5 | -3.4 | 0.8
CCC(C)NC(=O)C1CCC(CNS(=O)(=O)c2ccc3c(c2)N(C(C)=O)CCO3)CC1 (configuration not stated) | 3.3 | i | 0.5 | -4.0 | -2.1 | 13.0 | 6.9 | 3.7 | 6.3 | 0.1
CC(=O)c1cccc(CN2CCN(C3CCCC3)C(CCO)C2)c1 (configuration not stated) | 13.8 | i | 1.8 | -5.6 | -1.1 | -11.6 | -6.2 | -4.5 | -1.8 | -1.3
CSc1ncc(CN2CCN(CCC(C)C)C(CCO)C2)cn1 (configuration not stated) | -2.7 | i | -3.4 | -4.0 | 0.2 | 1.1 | -4.1 | -0.5 | 3.7 | 2.3
COC(=O)c1ccc(OCc2nn[nH]n2)cc1 | 1.8 | i | 4.7 | -3.5 | -1.3 | -3.6 | 0.0 | 2.8 | 1.9 | -1.9
COC(=O)C1=C(O)/C(=C\c2ccc(CNS(=O)(=O)c3ccc(Cl)cc3)o2)N=C1C | -52.7 | i | 25.0 | 10.6 | 2.0 | 2.4 | 10.5 | 14.8 | -9.7 | 3.8
CCOc1ccc(N(CC(=O)Nc2cc(OC)cc(OC)c2)S(=O)(=O)c2c(C)[nH]c(=O)[nH]c2=O)cc1 | -1.3 | i | -1.8 | -5.2 | -1.1 | -1.1 | 3.7 | 12.2 | -0.7 | -3.1
CC(C)[C@H]1COCCS(=O)(=O)N1Cc1ccccc1F | 10.7 | i | 6.3 | -3.0 | 0.8 | -0.9 | -0.6 | 0.8 | 5.7 | -0.2
CCOC(=O)[C@]12CCCC=C1N(CCC1=CCCCC1)C(=O)[C@H](CC(=O)NCCCN1CCCC1=O)C2 | -0.8 | . | . | . | -1.7 | 8.6 | . | -4.1 | 4.3 | .
CC1CCCN(C(=O)c2ccc(NS(=O)(=O)c3ccc4[nH]c(=O)[nH]c4c3)cc2)C1 (configuration not stated) | 15.6 | i | 1.0 | -6.2 | -1.4 | 18.3 | -1.1 | 4.8 | -5.2 | -6.5
COc1ccc(-c2cc(C(=O)Nc3cc(C)on3)no2)cc1 | 8.4 | i | 4.2 | -5.4 | 0.8 | -1.3 | -3.7 | 1.9 | -2.2 | -0.4
O=c1[nH]c(=O)n(Cc2ccccc2)c2c1CCC2 | -2.2 | i | -0.7 | 2.5 | -0.7 | 4.1 | 2.6 | -2.6 | -1.8 | -0.5
O=[N+]([O-])c1ccccc1C(O)Cc1ccccn1 (configuration not stated) | 13.6 | i | -2.6 | -12.4 | -2.2 | 11.7 | -2.8 | -13.6 | 0.1 | 3.0
